APEX1 inh – inhibitors of human APE1 endonuclease; recombinant APE1, TAMRA/BHQ-2 abasic DNA cleavage fluorescence; Potency, µM (titrated, usually from 65.8 µM), inactives show top-dose activity change, negative = inhibition, most hits filed as inhibitors; 350,000 tested, 0.35% active; AID 2517;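 further: plate controls were vehicle for no effect and reference inhibitor for full effect; nearly all actives have a fitted effect of over 55% in size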
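Activity was derived from the fluorescence gain between first and third kinetic reads (60 s intervals, ex 525/em 598 nm) after 50 nM THF-abasic TAMRA/BHQ-2 duplex was added to 0.75 nM APE1 preincubated 15 min with compound.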
Pol eta inh – blocks human DNA polymerase eta activity | Q9Y253 | recombinant Pol eta, fluorescent DNA replication assay | Potency, µM (titrated, usually from 114 µM), for inactives: at the highest dose activity change, negative = inhibition, most hits filed as inhibitors | 390,000 tested, 1.2% active; further: on the % scale 0 is the no-effect control and ±100 the full control effect
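Pol eta (10 nM) was preincubated with compounds for 15 min at room temperature, after which fluorescent replication substrate (50 nM final) was added to start the reaction. Fluorescence was read kinetically at 0 and 10 min.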
G9a inh – blocks human histone lysine methyltransferase G9a; Q96KQ7; G9a H3K9 monomethylation, AlphaScreen, 2 h; Potency, µM (top dose mostly 102 µM), for inactives: top-dose activity, negative = inhibition, most hits filed as inhibitors; 350,000 tested, 8.8% active; AID 504332; further: on the % scale 0 is the no-effect control and ±100 the full control effect; nearly all actives have a fitted effect of over 75% in size
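Quantitative HTS format: methyltransferase activity on a biotin-tagged H3K9 peptide is measured by AlphaScreen, using a rabbit anti-monomethyl-H3K9 antibody with streptavidin donor and anti-IgG acceptor beads. Final levels are 20 nM enzyme, 500 nM peptide, 20 uM SAM; 2 h RT.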
Pol beta inh – DNA polymerase beta (human) inhibition; Potency, µM (titrated, usually from 114 µM), inactives show at the top dose activity change, negative = inhibition, hits mostly inhibitors; AID 485314; P06746; 340,000 tested, 1.3% active; Pol beta primer extension/strand displacement, fluorescence kinetic; further: on the % scale 0 is the no-effect control and ±100 the full control effect
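10 nM enzyme + cpd, 15 min RT; start with substrate 50 nM final; read 0 min and after 10 min RT. Corrected, normalized data; 4-parameter Hill curve fit.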
BAZ2B block – blocks human BAZ2B; 360,000 tested, 4.4% active; AlphaScreen BAZ2B-H3K14Ac peptide displacement; Potency, µM (doses to about 114 µM), for the others: at the top dose activity change, negative = inhibition, hits mostly inhibitors; AID 504333; further: on the % scale 0 is the no-effect control and ±100 the full control effect; nearly all actives have a fitted effect of over 60% in size
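Inhibition is scored as reduced AlphaScreen emission. The BAZ2B/b-H3(5-23)K14Ac complex (50 nM each) in PBS pH 7.4, 0.01% Tween-20 meets compound (up to 110 uM) for 30 min at RT before bead addition.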
Anesthetic bind – candidate novel general anesthetic via apoferritin binding; P02791; apoferritin/1-aminoanthracene competitive binding, fluorescence; Potency, µM (doses to about 77.5 µM), without a hit: at the top dose activity change, negative = displacement, most hits filed as inhibitors; 350,000 tested, 0.074% active; AID 485281; further: on the % scale 0 is the no-effect control and ±100 the full control effect; nearly all actives have a fitted effect of over 20% in size
Target sequence (P02791 2-175 limits assumed): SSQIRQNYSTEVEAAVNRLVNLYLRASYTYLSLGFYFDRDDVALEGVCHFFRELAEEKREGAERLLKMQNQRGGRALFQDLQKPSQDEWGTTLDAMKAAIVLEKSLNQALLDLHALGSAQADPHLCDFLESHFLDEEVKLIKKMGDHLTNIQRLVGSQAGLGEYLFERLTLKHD
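Probe: 1-aminoanthracene (50% saturated, PBS). Protein: horse-spleen apoferritin, 10 uM. Incubation: 10 min, room temperature. Detection: 380 nm excitation, 535 nm emission. Analysis: normalized response, four-parameter Hill.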
Pol kappa inh – DNA polymerase kappa (human) inhibition; Q9UBT6; purified Pol kappa, fluorescent DNA synthesis assay, 10 min; Potency, µM (titrated, usually from 107 µM), for inactives: at the top dose activity, negative = inhibition, hits mostly inhibitors; 400,000 tested, 0.53% active; further: on the % scale 0 is the no-effect control and ±100 the full control effect
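Enzyme at 10 nM met test compounds for 15 min at room temperature. Substrate addition (50 nM final) began the reaction, which was monitored by fluorescence at 0 and 10 min.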
BLM helicase inh – inhibitors of human Bloom syndrome helicase BLM; P54132; recombinant BLM DNA unwinding, fluorescence dequenching; Potency, µM (series often up to 56.1 µM), for the others: at the highest dose activity change, negative = inhibition, hits mostly inhibitors; 350,000 tested, 0.2% active;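 further: plate controls were vehicle for no effect and no enzyme for full effect; nearly all actives have a fitted effect of over 35% in size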
Pol iota inh – DNA polymerase iota (human) inhibition. Q9UNA4. Pol iota fluorescent replication assay, 10 min. Potency, µM (series often up to 115 µM), for the others: top-dose activity, negative = inhibition, usual class: inhibitors. 390,000 tested, 1% active. AID 588590
Target sequence (Q9UNA4 whole entry, looked up): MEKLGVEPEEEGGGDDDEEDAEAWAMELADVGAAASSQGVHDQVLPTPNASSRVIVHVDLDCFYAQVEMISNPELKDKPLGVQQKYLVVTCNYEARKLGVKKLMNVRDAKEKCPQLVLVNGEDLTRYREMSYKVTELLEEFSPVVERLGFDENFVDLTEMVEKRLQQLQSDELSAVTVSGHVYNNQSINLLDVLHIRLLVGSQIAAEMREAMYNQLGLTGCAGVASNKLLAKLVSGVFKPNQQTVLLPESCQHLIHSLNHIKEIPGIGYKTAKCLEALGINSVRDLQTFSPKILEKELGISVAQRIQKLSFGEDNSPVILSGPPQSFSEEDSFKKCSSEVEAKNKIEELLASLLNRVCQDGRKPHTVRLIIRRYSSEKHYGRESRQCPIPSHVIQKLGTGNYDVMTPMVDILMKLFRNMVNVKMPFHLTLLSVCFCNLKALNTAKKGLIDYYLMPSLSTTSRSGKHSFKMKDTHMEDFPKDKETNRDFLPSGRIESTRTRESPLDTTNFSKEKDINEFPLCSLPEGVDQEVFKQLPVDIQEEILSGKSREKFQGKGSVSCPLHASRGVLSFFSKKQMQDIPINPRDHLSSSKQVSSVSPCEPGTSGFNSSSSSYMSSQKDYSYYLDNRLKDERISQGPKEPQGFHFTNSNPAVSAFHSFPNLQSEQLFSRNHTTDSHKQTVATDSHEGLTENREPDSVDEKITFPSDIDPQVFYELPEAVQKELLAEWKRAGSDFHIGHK
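Pol iota at 10 nM preincubated 15 min with compounds at room temperature; reaction started with fluorescent substrate, 50 nM final. Fluorescence read kinetically at 0 and 10 min; buffer-only wells as negative control.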
Starred values were filed as active, the others as inactive; ? = inconclusive; / = not tested or not shown; & = joins results of further samples; [ ] = another dose, or the depositor's remark. The call rests on the fitted dose curve; in most records, active means well fitted curve in the direction sought with a large enough effect; inconclusive means small, poorly fitted or top-dose-only effect, or another doubt; inactive means no such curve, though single readings can be large; an effect the other way counts as inactive or inconclusive. Potency means the concentration at half of the fitted maximal effect. Some of the compounds tested. The share of hits here may be higher or lower than overall.

nr	structure	APEX1 inh	Pol eta inh	G9a inh	Pol beta inh	BAZ2B block
1	Cc1cc(Cl)ccc1OCC(=O)OCC(=O)N(CC(C)C)c1c(N)n(Cc2ccccc2)c(=O)[nH]c1=O	48%[activator]	-1%	-10%	/	-26%
2	Cn1cnnc1SCC(=O)Nc1ccc(S(=O)(=O)N2CCCC2)cc1	1%	-6%	-27%[59 µM]	2%	8%
3	CC(C)c1nnc(NC(=O)c2cccs2)s1	-1%	-1%	?	-10%	2%
4	CC(=O)OC1CC(OC(C)=O)[C@]2(C)C(CC(O)[C@]3(C)C2CC[C@@]2(C)C(c4ccoc4)OC(=O)C4O[C@]432)C1(C)C (some centres undefined)	-7%	/	-31%[2.33 µM]	/	/
5	O=S(=O)(Nc1ccc(O)c(Sc2nc3ccccc3s2)c1)c1cccc2ccccc12	4%	?	45µM*	-23%[57.1 µM]	-27%
6	COc1ccccc1C(CNC(=O)c1ccc(C)c(S(=O)(=O)N2CCCCC2)c1)N1CCCC1 (centres undefined)	57%[activator]	-5%	12%[0.501 µM]	/	-31%
7	O=C(COC(=O)c1ccc[nH]c1=O)Nc1cc(S(=O)(=O)N2CCCCCC2)ccc1Cl	0%	-14%	?	/	-5%
8	COc1ccc(C)cc1S(=O)(=O)N1CCN(C/C=C/c2ccccc2)CC1	21%	-12%	?	/	-10%
9	O=C(C1=C[C@H](c2ccc(C(F)(F)F)cc2)C[C@H](OCc2ccc(CO)cc2)O1)N1CCCCCCC1	-1%	-22%	?	0%	-11%
10	CCC(=O)c1cn(CC(=O)NCc2ccco2)c2ccccc12	-2%	-9%	-19%[59 µM]	9%	9%
11	CCCC(=O)Nc1ccc(C(=O)N2CCCC2)cc1	?	7%	-6%[12.7 µM]	-1%	7%
12	CC(C)(C)NC(=S)N/N=C\c1ccc(-c2ccc([N+](=O)[O-])cc2)o1	-7%	-9%	-11%[59 µM]	6%	?
13	CC(C)CCn1c(SC(C)C(=O)NC2CC2)nc2ccccc2c1=O (centres undefined)	0%	-25%	2%	/	-5%
14	COc1ccc(NC(=O)Cn2c(=O)n(CC3CCCO3)c(=O)c3ccccc32)c(OC)c1 (centres undefined)	3%	-1%&-15%	-30%	3%&1%	22%&1%
15	COc1cccc(N2CCN(C(=O)c3cccc(NC(=O)c4nsc5ccccc45)c3)CC2)c1	/	-16%	-32%[59 µM]	1%	-12%

nr	Anesthetic bind	Pol kappa inh	BLM helicase inh	Pol iota inh
1	/	-14%	/	23%
2	?	-1%	-8%	26%
3	-4%	-18%	0%	-9%
4	2%	-13%[60.1 µM]	2%	/
5	-19%	-5%	-11%	-4%
6	/	5%	/	22%
7	/	-15%	/	-2%
8	/	-15%	/	-13%
9	2%	3%	-11%	9%
10	-15%	-12%	-6%	-3%
11	-3%	-3%	-5%	9%
12	-5%	1%	-7%	-5%
13	/	-9%	/	1%
14	-7%&0%	2%&-16%	-1%&-1%	-18%&20%
15	-4%	-9%[60.1 µM]	-6%	7%

Following part:
nr	structure	APEX1 inh	Pol eta inh	G9a inh	Pol beta inh	BAZ2B block
16	Cc1ccc(C2C(C(=O)c3ccco3)=C(O)C(=O)N2c2ncccn2)cc1 (centres undefined)	-7%	9%	10%	-2%	-36%
17	Cc1ccc(Sc2ncccc2C(=O)NCC(c2ccc(F)cc2)N2CCOCC2)c(C)c1 (centres undefined)	-11%	-10%	-22%	/	12%
18	Cc1ccc(S(=O)(=O)/N=C(/Nc2ccc([N+](=O)[O-])cc2)c2ccccc2)cc1	0%	-5%	10%	2%	-27%
19	COc1cccc(-c2cc(=O)c3cc(NC(=O)c4ccc(Cl)cc4)ccc3[nH]2)c1	-6%&-6%	-3%	50µM*	0%	-28%
20	COc1ccc(C2=NNC(c3ccco3)=Nc3ccc(F)cc32)cc1	-7%	-2%	45µM*	?	?
21	COc1cccc(CNC(=O)c2ccccc2C(=O)NC(C)(C)C(=O)NCc2cccc(OC)c2)c1	1%	-5%	/	45%	-3%
22	Cc1ccc(CNC(=O)Cn2ccn(-c3cccc(Cl)c3)c(=O)c2=O)cc1	/	-7%	-9%[59 µM]	6%	5%
23	O=c1c(-c2ccccc2)nc2cnc(Oc3cccc(Cl)c3)nc2n1C1CC1	0%	/	0%[0.501 µM]	/	/
24	CCc1cc2c(nc1CC)CCN(CC/C(C)=N/OC[C@H]1O[C@H](c3ccccc3)C=C[C@@H]1Oc1ccc(OC)cc1)C2	23%[12.4 µM]	/	45µM*	1%	?
25	COc1ccc(NC(=O)NCCCN2CCCC2=O)c(OC)c1	-2%	-1%	?	-1%	?
26	CCN1CCN(c2csc3ccc(Br)cc3c2=O)CC1	/	-24%	?	-20%	-20%
27	COC(=O)c1cc(C#N)c(SCc2ccccc2)nc1C	14%	-14%	250%[activator]	29%	119%[activator]
28	Cc1ccc2nc(N(CCCN(C)C)C(=O)c3ccc4c(c3)CCCC4)sc2c1	5%	-13%	?	-1%	?
29	COc1cc(NC(=O)CCN2CCN(Cc3ccccc3)CC2)cc(OC)c1	8%	-15%	-3%[59 µM]	5%	-31%
30	O=C1Nc2cc(Cl)c(Cl)cc2N(O)N1c1ccccc1Cl	-4%	-16%	?	3%	/

nr	Anesthetic bind	Pol kappa inh	BLM helicase inh	Pol iota inh
16	-6%	-9%	-1%	24%
17	/	-17%	/	9%
18	-12%	-15%	-7%	14%
19	7%[110 µM]	-5%[60.1 µM]	-3%[75.6 µM]	5%
20	-18%	-6%	-2%	7%
21	10%	-9%	-1%	6%
22	-15%	-6%	-1%	184%[activator]
23	/	-6%[60.1 µM]	-3%	/
24	8%[15.3 µM]	/	3%[12.4 µM]	/
25	-11%	-1%	-2%	4%
26	-10%	-8%[60.1 µM]	-1%	12%
27	-21%	-6%	-4%	9%
28	-2%	-4%	7%	46%[activator]
29	-11%	-10%	5%	20%
30	-8%	3%	1%	56%[activator]

(further entries)
nr	structure	APEX1 inh	Pol eta inh	G9a inh	Pol beta inh	BAZ2B block
31	CCCCOC(=O)Nc1ccc(N2CCOCC2)cc1	-2%	-18%	7.1µM*	9%	-8%
32	COc1ccc(OCC(=O)N2CCN(C(=O)c3cccc(F)c3)CC2)cc1	-8%	-5%	-26%[12.7 µM]	-24%	1%
33	COc1ccc(C(=O)NNC(=O)c2ccccn2)cc1	2%	-6%	-1%	-2%	-3%
34	COc1ccc(-c2csc(N(C)C(=O)c3cccs3)n2)cc1	5%	-24%	/	-12%	9%
35	CC(NC(=O)c1c(O)c2ccccc2[nH]c1=O)c1ccccc1 (centres undefined)	-3%	-7%	2%	-1%	-10%
36	Cc1nnc(SCc2cccc3ccccc23)n(N)c1=O	-1%	-15%	-13%	0%	13%
37	COc1cc(C(=O)Nc2ccc3nc(N4CCOCC4)sc3c2)cc(OC)c1OC	4%	-28%	-2%[12.7 µM]	/	22%
38	CN(C)c1ccc(NC(=O)c2ccncc2)c2ccccc12	0%	-10%	-3%[12.7 µM]	1%	5%
39	Cc1cccc(Oc2ccccc2N)c1	4%	2%	?	1%	?
40	CCOC(=O)N1CCN(C(=O)c2cccc(S(=O)(=O)Nc3ccccc3Cl)c2)CC1	11%	-22%	-2%[12.7 µM]	/	10%
41	Cc1ccccc1-c1nnc(SCC(=O)N(C)C2CCCCC2)o1	/	/	-2%[59 µM]	-1%	8%
42	c1cc2c(cc1-c1cnc3n1CCC3)OCCO2	1%	-10%	-10%	4%	10%
43	Cc1csc(=O)n1CCC(=O)OC(C)C(=O)Nc1ccc(N2CCOCC2)cc1 (centres undefined)	18%	-16%	10%[2.33 µM]	/	1%
44	CN(C)C(=O)COC(=O)c1ccccc1OCC(=O)Nc1ccc(SC(F)F)cc1	-8%	-24%	-11%[59 µM]	20%	10%

nr	Anesthetic bind	Pol kappa inh	BLM helicase inh	Pol iota inh
31	-16%	-11%	-4%	-5%
32	5%	-1%	-2%	12%
33	-2%	13%	6%	22%
34	-6%	-8%	-3%	118%[activator]
35	-10%	-7%	-3%	120%[activator]
36	-9%	-15%	1%	11%
37	/	-18%	/	10%
38	-9%	-8%	-6%	24%
39	?	-8%	-2%	?
40	/	-11%	/	29%
41	-14%	?	-2%	?
42	-15%	-5%	-8%	6%
43	/	-11%	/	53%[activator]
44	-2%	-6%	-2%	131%[activator]
